# KB-V1 cytotox = KB-V1 MDR subline cytotoxicity. AID 1347076. actives 3.4% (n = 400,000). KB-V1 MDR cells viability, CellTiter-Glo, 72 h. Potency, µM (series often up to 46.1 µM), for the others: at the top dose activity change, negative = cytotoxicity, hits mostly cytotoxic; also: potency is read from the fitted curve at half-maximal effect; % is scaled to controls: 0 for no effect and ±100 for the full control effect; nearly all actives have a fitted effect of over 60% in size
#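 KB-V1, DMEM (no phenol red) + 10% FBS; cpd pin-transferred, titration series; 72 h, 37 degrees C; CellTiter-Glo, luminescence. Data normalized, curve-fit.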
# DRD3 antagonist = D3 dopamine receptor (human) antagonism; P35462; D3R cells, DiscoveRx beta-arrestin luminescence, antagonist mode; stronger effect = lower value; max response, negative = inhibition, %; actives 2.5% (n = 360,000); AID 652054; in the data active = max response below about -50%; inconclusive = no clear call, values can overlap the other calls; also: % is scaled to controls: 0 for no effect and ±100 for the full control effect; mostly tested at two doses, the higher about 12 µM
# Target sequence (P35462 whole entry, looked up): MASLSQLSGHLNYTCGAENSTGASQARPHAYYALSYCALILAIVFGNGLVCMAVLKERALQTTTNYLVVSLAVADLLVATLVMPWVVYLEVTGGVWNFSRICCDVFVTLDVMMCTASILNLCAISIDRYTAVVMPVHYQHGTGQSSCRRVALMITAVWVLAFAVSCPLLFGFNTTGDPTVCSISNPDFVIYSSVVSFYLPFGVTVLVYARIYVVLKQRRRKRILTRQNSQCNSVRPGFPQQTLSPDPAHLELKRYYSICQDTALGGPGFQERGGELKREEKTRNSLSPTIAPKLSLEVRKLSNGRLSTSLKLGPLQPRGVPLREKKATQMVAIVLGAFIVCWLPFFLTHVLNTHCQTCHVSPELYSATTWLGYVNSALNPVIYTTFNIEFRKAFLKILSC
#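 Cells expressing the human receptor were seeded at 1500 cells/well, incubated overnight at 37 degrees C in 5% CO2, then exposed to library compounds with dopamine controls for 90 minutes at 37 degrees C before luminescent detection.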
# DRD3 agonist = D3 dopamine receptor (human) agonism | P35462 | D3R DiscoveRx beta-arrestin cells, luminescence, 90 min | actives 0.58% (n = 410,000) | AID 652048 | max activation, %; in the data active = max activation above about 30%; also: 0% is about no effect; mostly tested at two doses, the higher about 12 µM
#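 Cells at 1500/well, incubated overnight, then treated with pinned compounds (dopamine as control) for 90 min at 37 degrees C. DiscoveRx reagent added for 30 - 60 minutes at room temperature; luminescence read.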
# KB-3-1 cytotox = kills parental KB-3-1 adenocarcinoma cells | actives 1.4% (n = 400,000) | AID 1347075 | KB-3-1 viability, CellTiter-Glo ATP luminescence, 72 h | Potency, µM (doses to about 46.1 µM), for the others: at the top dose activity change, negative = cytotoxic, usual class: cytotoxic; also: potency is read from the fitted curve at half-maximal effect; % is scaled to controls: 0 for no effect and ±100 for the full control effect; nearly all actives have a fitted effect of over 60% in size
#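 Cytotoxicity measured as CellTiter-Glo luminescence after 72 h at 37 C. Compound titrations were pinned onto drug-naive KB-3-1 parental adenocarcinoma cells grown in DMEM with 10% FBS, and normalized data fitted to concentration-response curves.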
# IL1B secr inh = inflammasome signaling inhibition, IL-1 beta readout; AID 743279; activity change, % at 57.5 µM; THP-1 LPS/ATP IL-1B secretion, AlphaLISA, 16 h; stronger effect = lower value; actives 4.7% (n = 360,000); in the data active = activity change below about -50%; inconclusive = mostly about -30% to -49%; also: % is scaled to controls: 0 for no effect and ±100 for the full control effect
#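 THP-1 cells pretreated 1 hr with compounds (up to 57.5 uM final), then stimulated with LPS (250 ng/mL final) plus ATP (1.25 mM final); secreted IL-1B measured by AlphaLISA after 16 hr, decreased signal indicating inhibition.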
# HT1080-NT tox = kills 2HG-producing HT-1080-NT fibrosarcoma cells | HT-1080-NT fibrosarcoma viability, CellTiter-Glo ATP luminescence, 48 h | Potency, µM (doses to about 46.1 µM), inactives show top-dose activity, negative = less viability, usual class: cytotoxic | actives 1.6% (n = 360,000);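 also: NT is the 2HG producing partner of a matched IDH1 knockdown line; potency is read from the fitted curve at half-maximal effect; 0% = DMSO-treated cells and -100% = media-only wells without cells; nearly all actives have a fitted effect of over 55% in size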
#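 Viability by CellTiter-Glo luminescence after 48 h compound exposure at 37C of HT-1080-NT cells (750/well, RPMI, 5% FBS). % activity scaled between DMSO wells and medium-only wells, then curve-fitted and categorized by curve class.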
# SW480 rerep = induces DNA re-replication in SW480 colon adenocarcinoma cells; SW480 DNA re-replication, Hoechst DNA content imaging, 48 h; Potency, µM (highest dose often 46.1 µM), without a hit: at the top dose re-replication activation, most hits filed as activators; AID 624297; actives 1.8% (n = 340,000); also: potency is read from the fitted curve at half-maximal effect; % of control where 0% means no effect; nearly all actives have a fitted effect of over 55% in size
#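 250 cells/well; 23 nL cpd via pin tool; 48 hr, 37 C, 5% CO2; Hoechst 40 min; imager read of total nuclear intensity, ex 405/em 500-530 nm.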
# GLP-1R agonist = GLP-1 receptor (human) agonism | P43220 | HEK293 GLP-1R CRE-luciferase, luminescence, 4-6 h; cells express a hypersensitive GLP-1R form | Potency, µM (series often up to 45.6 µM), for the others: at the top dose activation, hits mostly activators | actives 0.007% (n = 380,000); also: potency is read from the fitted curve at half-maximal effect; % of control where 0% means no effect
# Target sequence (P43220 whole entry, looked up): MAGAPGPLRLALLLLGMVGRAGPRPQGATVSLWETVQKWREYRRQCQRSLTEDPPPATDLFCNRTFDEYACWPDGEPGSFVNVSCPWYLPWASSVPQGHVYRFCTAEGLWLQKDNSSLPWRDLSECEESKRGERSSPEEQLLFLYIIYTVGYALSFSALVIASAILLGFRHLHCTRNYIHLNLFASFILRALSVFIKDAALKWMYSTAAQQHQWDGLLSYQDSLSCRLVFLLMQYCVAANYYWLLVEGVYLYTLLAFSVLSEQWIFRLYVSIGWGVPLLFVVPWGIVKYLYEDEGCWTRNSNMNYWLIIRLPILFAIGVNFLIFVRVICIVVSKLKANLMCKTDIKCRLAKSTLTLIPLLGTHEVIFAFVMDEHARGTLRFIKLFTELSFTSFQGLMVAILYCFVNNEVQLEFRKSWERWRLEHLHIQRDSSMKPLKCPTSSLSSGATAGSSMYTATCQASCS
# HT1080 IDH1KD tx = toxicity to HT-1080 IDH1 knockdown cells (counter line); HT-1080 IDH1 knockdown viability, ATP luminescence, 48 h; Potency, µM (highest dose often 46.1 µM), without a hit: at the highest dose activity, negative = toxicity, hits mostly cytotoxic; actives 2% (n = 360,000); AID 686971;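 also: potency is read from the fitted curve at half-maximal effect; 0% = DMSO wells and -100% = cell-free medium wells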
#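 HT-1080-IDH1KD cells (IDH1 knocked down), 750/well in RPMI with 5% FBS, treated with compound 48 h at 37 degrees C. Viability by CellTiter-Glo luminescence, normalised to DMSO and no-cell wells; concentration-response curves classed.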
# An asterisk follows results filed as active; i = inactive; ? = inconclusive; · = no result given; & = joins results of further samples; ! = not confirmed by another sample; [ ] = dose if it differs, or a comment. Unless noted, calls follow the shape of the dose curve; as a rule, active = well fitted curve in the direction sought with a large enough effect; inconclusive = small, poorly fitted or top-dose-only effect, or another doubt; inactive = no such curve, though single readings can be large; an effect the other way counts as inactive or inconclusive.
1. COc1cc2c3nc4n(c(=O)c3n(CC(=O)N3CCCC3)c2cc1OC)CCS4
2. O=C(Nc1ccccn1)C1CCN(S(=O)(=O)c2ccccc2)CC1
3. Cc1cc(O)cc(C)c1Cl
4. O=C(Nc1ccccc1Cl)c1ccccc1
5. Cc1cc(NC(=O)C2C3C=CC(C3)C2C(=O)O)no1 (stereo not drawn)
6. O=C(NC1CCCCC1)c1cc2nc3c(c(C(F)(F)F)n2n1)CCCC3
7. COc1ccc(S(=O)(=O)Nc2cccc3c2O[C@H](CN(C)CC2CC2)[C@@H](C)CN([C@H](C)CO)C3=O)cc1
8. Cc1ccc(OCC(=O)Nc2cc(S(=O)(=O)N3CCCCC3)ccc2C)c([N+](=O)[O-])n1
assay / compound	1	2	3	4	5	6	7	8
KB-V1 cytotox	11%	18µM*	11%	0%	-9%	-13%	-4%	-18%
DRD3 antagonist	-7	5	1	2	29	0	20	50
DRD3 agonist	4	-1	-10&18	3	13	-13	1	1
KB-3-1 cytotox	12%	-19%	0%	-4%	-4%	?	25%	-2%
IL1B secr inh	-5	-12	21	-1	4	-17	47	-19
HT1080-NT tox	19%	5%	?	27%	18%	0%	-17%	8%
SW480 rerep	-12%	-6%	-4%&-73%	-1%	-4%	-2%	1%	0%
GLP-1R agonist	0%	-23%	0%&-2%	5%	2%	21%	0%	1%
HT1080 IDH1KD tx	15%	4%	3%	4%	7%	-1%	2%	7%

9. CCc1ccc(S(=O)(=O)Nc2ccc(O)c3ccccc23)cc1
10. CCN(CC)c1ccc(-c2c(C#N)c(N)nc(OC)c2C#N)cc1
11. N#Cc1nc(COc2ccc(Cl)cc2)oc1N1CCCC1
12. CCOC(=O)N1CCC(NC(=O)c2ccc3c(c2)N(Cc2ccccc2)C(=O)c2ccccc2S3=O)CC1 (stereo not drawn)
13. Cc1ccc(F)c(Oc2cc(NN3CCCCC3)c([N+](=O)[O-])cc2[N+](=O)[O-])c1
14. CCOC(=O)C1CCN(S(=O)(=O)c2ccc3c(c2)N(C(C)=O)CCO3)CC1
15. CC(=O)c1cc(CN2CCC(C(=O)Nc3cccc(-c4cscn4)c3)CC2)cs1
16. O=c1[nH]nc(Cc2ccc(Cl)cc2)c2ccccc12
assay / compound	9	10	11	12	13	14	15	16
KB-V1 cytotox	-3%	?	-25%	5%	-6%	-8%	?	0%
DRD3 antagonist	-13	5	-15	·	-23	11	-11	40
DRD3 agonist	0	13	-1	47*	-2	2	-4	10
KB-3-1 cytotox	0%	11%	1%	0%	-22%	1%	0%	-15%
IL1B secr inh	-16	10	-70*	·	13	51	i	20
HT1080-NT tox	-19%	?	-1%	·	3%	4%	-13%	-8%
SW480 rerep	2%	?	2%	·	-1%	-15%	-8%	-4%
GLP-1R agonist	6%	20%	9%	1%	4%	2%	-38%[inhibitor]	11%
HT1080 IDH1KD tx	-8%	?	-1%	·	7%	-6%	-24%	-17%

# Reformatted with two lines to a compound: 10 of the compounds above
# Values in the order – KB-V1 cytotox	DRD3 antagonist	DRD3 agonist	KB-3-1 cytotox	IL1B secr inh	HT1080-NT tox	SW480 rerep	GLP-1R agonist	HT1080 IDH1KD tx
(1) COc1cc2c3nc4n(c(=O)c3n(CC(=O)N3CCCC3)c2cc1OC)CCS4
    11%	-7	4	12%	-5	19%	-12%	0%	15%
(2) O=C(Nc1ccccn1)C1CCN(S(=O)(=O)c2ccccc2)CC1
    18µM*	5	-1	-19%	-12	5%	-6%	-23%	4%
(3) Cc1cc(O)cc(C)c1Cl
    11%	1	-10&18	0%	21	?	-4%&-73%	0%&-2%	3%
(4) O=C(Nc1ccccc1Cl)c1ccccc1
    0%	2	3	-4%	-1	27%	-1%	5%	4%
(5) Cc1cc(NC(=O)C2C3C=CC(C3)C2C(=O)O)no1 (stereo not drawn)
    -9%	29	13	-4%	4	18%	-4%	2%	7%
(6) O=C(NC1CCCCC1)c1cc2nc3c(c(C(F)(F)F)n2n1)CCCC3
    -13%	0	-13	?	-17	0%	-2%	21%	-1%
(7) COc1ccc(S(=O)(=O)Nc2cccc3c2O[C@H](CN(C)CC2CC2)[C@@H](C)CN([C@H](C)CO)C3=O)cc1
    -4%	20	1	25%	47	-17%	1%	0%	2%
(8) Cc1ccc(OCC(=O)Nc2cc(S(=O)(=O)N3CCCCC3)ccc2C)c([N+](=O)[O-])n1
    -18%	50	1	-2%	-19	8%	0%	1%	7%
(9) CCc1ccc(S(=O)(=O)Nc2ccc(O)c3ccccc23)cc1
    -3%	-13	0	0%	-16	-19%	2%	6%	-8%
(10) CCN(CC)c1ccc(-c2c(C#N)c(N)nc(OC)c2C#N)cc1
    ?	5	13	11%	10	?	?	20%	?

# New compounds follow
17. CSCCC(NS(=O)(=O)c1ccc2c(c1)oc(=O)n2C)C(=O)NC1CCCc2ccccc21 (stereo not drawn)
18. CC(C)NC(=O)COC(=O)c1cc(Br)ccc1Cl
19. COc1cccc(C(=O)NC2CC3CCC(C2)N3Cc2ccccc2)c1 (stereo not drawn)
20. Cc1ccc2[nH]c3c(c2c1)CN(C)CC3
21. CCCCCC(=O)Nc1nnn(CCC)n1
22. COc1cc(/C=C/C(=O)O)cc(S(=O)(=O)N2CCCc3ccccc32)c1OC
23. Cc1ccc(OCCSc2cc(C)nc(N)n2)cc1
24. COc1ccc2c3c(cccc13)N(C)N=C2C
assay / compound	17	18	19	20	21	22	23	24
KB-V1 cytotox	7%	0%	20%	1%	2%	-13%	17%	-1%
DRD3 antagonist	21	-26	-108*	?	-11	4	59	1
DRD3 agonist	-3	-3	-3	-20	-1	-3	2	4
KB-3-1 cytotox	1%	21%	1%	10%	-8%	5%	?	-2%
IL1B secr inh	7	8	-6	-10	-8	0	-14	-9
HT1080-NT tox	0%	1%	-2%	7%	13%	1%	-2%	-5%
SW480 rerep	-11%	0%	-3%	4%	-3%	-6%	1%[9.22 µM]	-3%
GLP-1R agonist	1%	3%	1%	14%	-1%	1%	12%	2%
HT1080 IDH1KD tx	2%	0%	0%	8%	14%	-1%	-13%	-9%

25. COc1ccccc1OCCNC(=O)c1cc(=O)[nH]c2ccccc12
26. CC(C)(C)NC[C@H](O)COc1nsnc1N1CCOCC1
27. Cc1ccc(Cc2c(-c3ccccc3)nc3cc(C)ccn23)cc1
28. CN(CC(=O)Nc1cc(C(F)(F)F)ccc1-n1cncn1)Cc1ccccc1N1CCOCC1
29. O=C(COC(=O)CNC(=O)c1ccccc1)Nc1ccc(Cl)cn1
30. O=C1N(c2ccc(Cl)cc2)C(c2ccccc2)N2CCCN12 (stereo not drawn)
31. CC(C)(C)NC(=O)C(c1ccncc1)N(C(=O)Cn1nnc(-c2ccc(F)cc2)n1)c1cccc(F)c1 (stereo not drawn)
32. COc1ccc(OC)c(NC(=O)c2ccccc2NS(=O)(=O)c2cccc3cccnc23)c1
assay / compound	25	26	27	28	29	30	31	32
KB-V1 cytotox	3%	?	-14%	?	1%	-24%	-4%	-11%
DRD3 antagonist	6	-54*!	16	12	2	22	-17	?
DRD3 agonist	6	-42&0&-55&-13	-2	9	-19	1	-2	-4
KB-3-1 cytotox	-1%	0%&0%&0%	-20%	?	0%	2%	-1%	-21%
IL1B secr inh	?	-9&-16&22	20	?	7	-6	9	5
HT1080-NT tox	8%	1%&-13%&24%	-3%	-2%	6%	-5%	0%	-4%
SW480 rerep	-2%	42%	·	?	-12%	-4%	-2%	8%
GLP-1R agonist	6%	-5%&-6%&18%&9%	18%	11%	1%	-3%	-7%	-19%
HT1080 IDH1KD tx	9%	4%&10%&6%	-12%	-17%	6%	1%	1%	-2%

33. Cc1ccc(NC(=O)CN2CCN(C)CC2)cc1Br
34. Cc1ncnc(N)c1CCCNc1ccccc1
35. Cc1ccc(-c2cc(-c3ccc4c(c3)NC(=O)CO4)nc3c2COc2ccc(C)cc2-3)cc1
36. CCOc1cc(/C=C2/NC(=O)N(CC(=O)Nc3cccc(C)c3)C2=O)ccc1O
37. c1ccc2c(c1)nc(NC1CCCCC1)c1nncn12
38. O=C(Nc1ccccc1C(=O)N1CCCC1)C1CCN(c2ncccn2)CC1
39. Cc1ccccc1C(=O)NNS(=O)(=O)c1ccc(F)cc1
40. COc1ccccc1N1CCN(C(=O)CNC(=O)c2ccc(Cl)cc2Cl)CC1
41. COc1ccccc1OCCCCOc1ccccc1C(C)=O
42. COCCSc1ccccc1C(=O)NCc1ccc(S(N)(=O)=O)cc1
assay / compound	33	34	35	36	37	38	39	40	41	42
KB-V1 cytotox	0%	14%	6%	-5%	0%	2%	-14%	-12%	?	?
DRD3 antagonist	12	-5	·	-1	-2	6	0	4	10	-28
DRD3 agonist	-3	1	3	-5	-3	6	1	1	13	8
KB-3-1 cytotox	1%	5%	4%	-7%	10%	-2%	-12%	-4%	-19%	1%
IL1B secr inh	-7	5	·	-25	64	-8	-21	18	-10	-5
HT1080-NT tox	-13%	2%	·	-19%	13%	-3%	-2%	0%	-3%	4%
SW480 rerep	2%	-5%	·	7%	-5%	-12%	·	2%	-4%	-3%
GLP-1R agonist	0%	1%	-1%	1%	?	3%	-1%	10%	0%	-13%
HT1080 IDH1KD tx	-8%	3%	·	-20%	-6%	-1%	0%	-9%	-13%	-14%

# Retrieved by structure from above (2):
33. Cc1ccc(NC(=O)CN2CCN(C)CC2)cc1Br
34. Cc1ncnc(N)c1CCCNc1ccccc1
assay / compound	33	34
KB-V1 cytotox	0%	14%
DRD3 antagonist	12	-5
DRD3 agonist	-3	1
KB-3-1 cytotox	1%	5%
IL1B secr inh	-7	5
HT1080-NT tox	-13%	2%
SW480 rerep	2%	-5%
GLP-1R agonist	0%	1%
HT1080 IDH1KD tx	-8%	3%

# Compound activity deposited in PubChem BioAssay by National Center for Advancing Translational Sciences (NCATS).
